Screening results deposited in PubChem BioAssay by several laboratories.
KCNQ2 inh = KCNQ2 potassium channel inhibitors, primary screen, cell-based, CHO-K1, FluxOR thallium flux, B-score (AID 2156). O88943. 20 min; stronger effect = lower value. B-score at 10 µM. hit rate 1.1% among 310,000;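 active = fluorescence ratio B-score at most minus 3 library SDs, with starting brightness B-score within 2 library SDs, cut at about -5.5 in these data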
STK33 kinase inh = inhibitors of human STK33 kinase; Q9BYT3; purified STK33, MBP phosphorylation, ADP-Glo luminescence; inhibition, % at 10 µM; hit rate 0.073% among 320,000;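 active = inhibition at or above 25%, using the most active replicate where run in duplicate; inactive = inhibition below 25%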
Target sequence (Q9BYT3 whole entry, looked up): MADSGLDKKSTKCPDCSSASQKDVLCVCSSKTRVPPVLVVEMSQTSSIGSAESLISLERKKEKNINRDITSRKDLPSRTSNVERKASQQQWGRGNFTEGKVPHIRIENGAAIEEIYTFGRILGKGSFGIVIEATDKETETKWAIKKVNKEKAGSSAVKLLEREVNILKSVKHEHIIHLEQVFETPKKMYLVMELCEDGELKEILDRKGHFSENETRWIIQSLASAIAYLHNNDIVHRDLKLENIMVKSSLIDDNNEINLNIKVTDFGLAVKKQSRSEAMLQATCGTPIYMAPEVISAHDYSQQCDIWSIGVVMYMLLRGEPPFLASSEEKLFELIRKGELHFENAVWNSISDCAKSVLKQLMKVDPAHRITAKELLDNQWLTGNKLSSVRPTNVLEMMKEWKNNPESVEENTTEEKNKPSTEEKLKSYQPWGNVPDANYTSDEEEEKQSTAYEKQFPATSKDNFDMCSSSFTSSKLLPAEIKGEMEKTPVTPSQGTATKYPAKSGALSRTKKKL
OX1R FRET antag = antagonists of human orexin 1 receptor (OX1R). O43613. OX1R-expressing cells, FRET antagonist read-out. inhibition, % at 6.6 µM. hit rate 1.8% among 330,000. AID 485270; in the data active = inhibition mostly above about 38%, no sharp cut-off; inactive = mostly below about 40%;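 also: 0% = agonist challenge alone and 100% = reference antagonist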
Target sequence (O43613 whole entry, looked up): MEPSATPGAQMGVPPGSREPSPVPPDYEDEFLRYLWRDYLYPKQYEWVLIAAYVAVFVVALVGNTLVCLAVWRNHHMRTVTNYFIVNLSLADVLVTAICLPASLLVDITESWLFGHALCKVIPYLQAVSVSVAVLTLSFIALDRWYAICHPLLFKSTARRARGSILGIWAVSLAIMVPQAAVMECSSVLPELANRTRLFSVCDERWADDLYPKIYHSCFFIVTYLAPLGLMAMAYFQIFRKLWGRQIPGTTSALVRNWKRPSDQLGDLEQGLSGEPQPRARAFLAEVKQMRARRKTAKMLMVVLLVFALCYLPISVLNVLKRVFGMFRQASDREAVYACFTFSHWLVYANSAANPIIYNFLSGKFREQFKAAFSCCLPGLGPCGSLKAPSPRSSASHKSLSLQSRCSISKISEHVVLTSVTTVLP
Numbers without * were called inactive; i = inactive; / = not tested or not shown.

SMILES	KCNQ2 inh	STK33 kinase inh	OX1R FRET antag
CCC(=O)c1ccc(OCC(=O)NCC2COc3ccccc3O2)cc1 (stereo not given)	/	0.2	11.1
Nc1nonc1-n1nnc(C(=O)N/N=C/c2ccncc2)c1CSc1ccc(Cl)cc1	i	1.2	17.2
CCOP(=O)(OCC)C1NC(=O)N(c2ccccc2)C1=O (stereo not given)	i	-0.2	7.0
CCNC(=S)Nn1cnc2ccccc21	i	-0.1	17.1
CCOC(=O)N1CCC(N2CCCC(C(=O)c3ccccc3OC)C2)CC1 (stereo not given)	i	-1.6	5.1
O=C(Cc1ccccc1)NNC1=NS(=O)(=O)c2ccccc21	i	-3.0	4.0
COc1cccc(C(=O)NC2CCN(CC(=O)Nc3cccc(C)c3C)CC2)c1	i	0.3	8.4
CCCCOc1ccc(S(=O)(=O)N2CCCCCC2)cc1	i	-0.8	-0.9
COCCN(CCOC)Cc1c(O)ccc2c3c(c(=O)oc12)CCC3	i	0.1	17.9
CCOC(=O)c1[nH]c(C)c(/C(O)=C2\C(=O)C(=O)N(CCCn3ccnc3)C2c2ccncc2)c1C (stereo not given)	i	-0.9	-3.9
COC(=O)C1=C(C(=O)OC)[C@@H]2N(C)c3ccccc3[C@@]23C[C@@H](C(=O)OC)N(C(=O)c2ccc(Br)cc2)C3=N1	i	1.1	13.6
O=C(NCC(=O)N1CCCC1)c1ccc(Br)cc1	i	0.3	25.1
Cc1c(CC(=O)NC(C)C)c(=O)oc2cc3c(cc12)CCC(C)(C)O3	i	-0.4	-4.8
CCCCc1ccccc1NC(=S)NC1CCCC1	i	1.4	/
CC(=O)c1cc(CC(=O)N2CCc3c([nH]c4ccccc34)C2c2ccccn2)cs1 (stereo not given)	i	-1.3	36.0
COC(=O)c1cccc(N2C(=O)C3CC=CCC3C2=O)c1 (stereo not given)	i	-2.3	10.9
COc1ccc(C2=C(Nc3ccc(C)cc3)c3ccccc3C2=O)cc1	i	-0.7	24.0
NNC(=O)c1ccc(COc2ccc([N+](=O)[O-])cc2)o1	i	-2.1	7.8
Nc1ccc(N2CCN(C(=O)c3cccs3)CC2)cc1	i	0.6	32.7
COC(=O)c1ccc(C(=O)OC)c(NC(=S)N2CC(C)CC(C)C2)c1 (stereo not given)	i	-1.8	23.8
CCN(CC)CCN(C(=O)c1cccc([N+](=O)[O-])c1)c1nc2ccc(OC)cc2s1	i	-0.2	18.1
CN(C)c1ccc(NC(=O)CSc2nnc(C3CCCCC3)n2N)cc1	i	0.0	6.2
Cc1c(NC(=O)COc2ccccc2Cl)c(=O)n(-c2ccccc2)n1C	/	0.5	4.5
CCc1nnc(NC(=O)CN2CCN(c3ccccc3F)CC2)s1	i	-5.9	13.6
O=C(NCCC(=O)N(Cc1ccco1)Cc1cccs1)c1ccccc1Cl	/	0.4	13.2
CN(C)C(=O)c1c(NC(=O)c2ccccc2)sc2c1CCC2	i	0.2	-1.6
C#CCNc1cc(-c2ccccc2)nc2ncnn12	i	-0.1	17.8
COc1ccccc1/C=C/C(=O)NCC(=O)N1CCC(N(C)C2CCCC2)CC1	i	-7.0	8.4
Cc1nc2ccccn2c1/C(O)=C1\C(=O)C(=O)N(CCCn2ccnc2)C1c1ccncc1 (stereo not given)	i	-0.7	19.1
COC(=O)c1ccccc1NC(=O)Nc1ncccc1C	i	-3.9	12.2
CCCCc1cc(=O)oc2cc(OCC(=O)Nc3ccccn3)ccc12	i	-0.5	-3.9
Cc1nnc(NC(=O)c2ccccc2Br)s1	i	-2.1	-4.9
COC(=O)c1cnc(Oc2ccc(NC(=O)NC(=O)c3c(F)cccc3F)cc2)cc1C(F)(F)F	i	-1.0	1.3
COC(=O)c1cc(NC(=O)c2cc(-c3ccc(OC)cc3)oc2C(F)(F)F)ccc1N1CCOCC1	i	-1.2	-3.4
Cc1ccc(OCCN2C(=O)NC3(CCc4ccccc4C3)C2=O)cc1 (stereo not given)	i	0.8	5.9
Cc1c(NC(=O)C(C)OC(=O)c2cccnc2)c(=O)n(-c2ccccc2)n1C (stereo not given)	i	0.0	7.4
O=C(NNC(=S)NCc1ccccc1)c1ccc(OC(F)F)cc1	i	0.8	6.8
CCOC(=O)c1sc(=S)n(-c2ccccc2OC)c1N	i	0.0	13.6
O=C(O)C1CC(=O)N(c2ccc(OCc3c(F)cccc3Cl)cc2)C1 (stereo not given)	i	0.2	8.7
COc1cc(N(C)C)c([N+](=O)[O-])cc1C(=O)N1CCN(Cc2ccccc2)CC1	i	-2.0	13.6

A portion taken from the entries so far, for reference:
SMILES	KCNQ2 inh	STK33 kinase inh	OX1R FRET antag
CCOC(=O)c1sc(=S)n(-c2ccccc2OC)c1N	i	0.0	13.6
O=C(O)C1CC(=O)N(c2ccc(OCc3c(F)cccc3Cl)cc2)C1 (stereo not given)	i	0.2	8.7
COc1cc(N(C)C)c([N+](=O)[O-])cc1C(=O)N1CCN(Cc2ccccc2)CC1	i	-2.0	13.6

Later entries:
SMILES	KCNQ2 inh	STK33 kinase inh	OX1R FRET antag
COc1cc(C=O)c(Br)cc1OC1CCCC1	i	0.0	10.5
O=C1CCSc2ccc(Cl)cc2N1Cc1ccccc1	i	-2.6	47.9
COc1ccccc1/C=C1\C(=O)Nc2ccccc21	i	6.7	/
O=C(CSc1nncc(=O)[nH]1)NC1CCCCC1	i	0.3	1.4
CCOP(=O)(OCC)C(Nc1cccc(C(F)(F)F)c1)c1ccc(C)cc1 (stereo not given)	i	0.4	5.8
O=C(c1cnc2sccn2c1=O)N1CCN(c2ccccc2Cl)CC1	i	-1.8	11.1
O=c1cc(C(F)(F)F)[nH]c2c(OC(F)(F)F)cccc12	i	-2.7	26.1
CCCCC(=O)Nc1cccc(-c2ccc3nncn3n2)c1	i	0.8	12.9
O=C1C=C(NCCOC23CC4CC(CC(C4)C2)C3)C2(CCCCC2)O1	i	-1.4	4.8
Cc1occc1C(=O)NCc1ccccc1F	i	-1.0	10.6
CCS(=O)(=O)Nc1cc(C(=O)OC)ccc1C(=O)OC	i	-1.9	4.0
Cc1cc(C)c2cc(C#N)c(SCC(=O)NCC3CCCO3)nc2c1 (stereo not given)	i	-0.3	2.1
NC(=O)CSc1nnc(Cc2csc(Nc3ccc(F)cc3)n2)n1Cc1ccccc1	i	0.2	36.9
COCc1ccc(C(=O)N2CCCC(N3CCN(c4ccccc4C)CC3)C2)s1 (stereo not given)	i	-0.5	11.0
CCn1c(SCC(=O)Nc2ccc(C(C)=O)cc2)nc2nc3c(cc2c1=O)CCCC3	i	-0.3	1.3
O=C(Nc1ccc(Cl)cc1)Nc1cc([N+](=O)[O-])ccc1F	i	-3.4	16.1
CCOC(=O)C(C)Sc1nc(=O)n2cc(C)ccc2n1 (stereo not given)	i	0.9	24.0
O=C(NCC1CCCO1)c1ccc(COc2ccc(Br)cc2)cc1 (stereo not given)	i	-1.0	25.2
O=C(CC1CCCCC1)NCc1ccccn1	i	-0.8	14.3
c1cncc(C2OCC3(CO2)COC(c2cccnc2)OC3)c1 (stereo not given)	i	-1.4	1.0
Cc1ccc2nc(-c3ccc(NC(=O)c4cccnc4)cc3)oc2c1	i	-0.6	33.7
O=C(c1c[nH]c2ccccc12)C(O)C(c1ccccc1)N1CCOCC1 (stereo not given)	i	-1.3	15.5
CCOC(=O)c1[nH]c(C)c(C(=O)NC(C)(C)C)c1C	i	-2.6	11.9
CC(C)NC(=O)c1cc(-c2cccs2)on1	i	-1.9	22.7
Cc1c(C)c2ccc(OC(C)C(=O)NCCCn3ccnc3)c(C)c2oc1=O (stereo not given)	i	-2.5	8.9
CN(C)c1cc2c(cc1NC(=O)c1ccccc1Cl)n(C)c(=O)n2C	i	-2.2	9.8
CC(C)CCn1c(=O)c2ccccc2n2c(=S)[nH]nc12	i	1.4	10.1
Cc1ccc2nc3c(cc(C(=O)NCc4ccco4)c(=N)n3Cc3ccco3)c(=O)n2c1	i	1.3	71.4
COc1ccc(CCNC(=O)CSc2ccsc2[N+](=O)[O-])c(OC)c1	i	-2.2	27.8
CCOC(=O)N1CCc2c(sc(NC(=O)c3ccc(S(=O)(=O)N4CCCC4)cc3)c2C#N)C1	i	-1.2	-2.8

2 compounds from above with just OX1R FRET antag and KCNQ2 inh.
| Structure | OX1R FRET antag | KCNQ2 inh |
| --- | --- | --- |
| COc1ccc(CCNC(=O)CSc2ccsc2[N+](=O)[O-])c(OC)c1 | 27.8 | i |
| CCOC(=O)N1CCc2c(sc(NC(=O)c3ccc(S(=O)(=O)N4CCCC4)cc3)c2C#N)C1 | -2.8 | i |

Later entries.
SMILES	KCNQ2 inh	STK33 kinase inh	OX1R FRET antag
Cc1nc2c(C)cccn2c1/C(O)=C1\C(=O)C(=O)N(CCN2CCOCC2)C1c1ccncc1 (stereo not given)	i	0.1	21.2
CC1=C(C(=O)Nc2ccccc2)C(c2ccco2)C(C#N)=C(SCC(N)=O)N1 (stereo not given)	i	-0.3	16.1
CC(C)(C)C(=O)N1CCc2cc(-c3csc(N)n3)ccc21	i	2.4	20.4
Cn1c(CC(=O)Nc2ccc(Cl)c(Cl)c2)nnc1SCC(=O)N1CCN(c2ccccc2)CC1	i	-2.4	4.6
COc1cc(/C=N\NC(=O)c2sc(N)nc2C)cc(OC)c1OC	i	0.0	14.2
COc1ccc(NS(=O)(=O)c2ccc(Oc3ncccn3)cc2)cc1	i	0.6	28.9
O=C1Nc2ccccc2C1=Nc1cccc([N+](=O)[O-])c1	i	-0.6	21.1
Cc1ccc(-c2nc(CS(=O)(=O)CC(=O)N3CC(C)CC(C)C3)c(C)o2)cc1 (stereo not given)	i	-1.3	8.6
CCc1cc(Cn2nc(C(=O)O)cc2-c2ccccc2)on1	i	-0.1	28.8
Cc1[nH]c(=O)[nH]c(=O)c1/C=N\NC(=O)CCc1ccc(OC(C)C)cc1	i	0.3	25.8
COc1cccc(CN(C)C(=O)c2ccccc2Sc2ccccc2C#N)c1	i	-1.7	24.1
CS(=O)(=O)N1CCN(c2ccccc2F)CC1	i	-1.4	21.5
Cc1ccc(CNCc2ccc3c(c2)OCO3)cc1	i	-0.8	25.8
COc1ccc(CN2CCN(C(=O)Cn3nc(C(=O)O)c4ccccc4c3=O)CC2)cc1F	i	0.0	-0.3
Cc1nn(-c2ccc(F)cc2)c(-n2cccc2)c1C(=O)N1CCN(C(=O)c2ccco2)CC1	i	-0.5	5.8
Cc1ccc(C(=O)COC(=O)c2ccc(-c3cnc4ccccc4n3)cc2)cc1C	i	0.5	9.5
N#C/C(=C\c1ccccn1)c1nc2ccccc2s1	i	3.0	11.7
N#CC(C#N)=Cc1ccc(OC(=O)c2ccccn2)cc1	i	-0.9	7.0
COCC(=O)N(Cc1cc2ccc(C)cc2[nH]c1=O)c1ccc(C)cc1C	i	0.6	4.2
CCOc1ccccc1NC1=C(Cl)C(=O)N(c2ccc(OC)cc2)C1=O	i	-1.6	22.4
COc1cc(C)c(NC(=O)COc2ccc3c(c2)OCO3)cc1C	i	-0.8	18.1
O=C(O)c1sc2cc(C(F)(F)F)cnc2c1-c1cccs1	i	0.0	8.4
CN(CC(=O)Nc1ccc(F)cc1)C(=O)COC(=O)c1cc([N+](=O)[O-])ccc1N1CCOCC1	i	-0.8	22.5
Cc1ccccc1NC(=O)NC1(C(=O)NCc2ccco2)CCCCC1	i	-0.8	19.2
COCc1cc(C)nc(OCC(=O)N/N=C/c2ccc(OC)c(O)c2)c1C#N	i	-0.6	18.6
Cc1cc(C)c2c(=O)c3c(oc2c1)C(=O)N(CCO)C3c1cccc(O)c1 (stereo not given)	i	1.0	16.4
CCCS(=O)(=O)N1CCN=C1SCc1ccc(C)cc1	i	-0.4	7.2
Nc1ccccc1Nc1ccc([N+](=O)[O-])cc1[N+](=O)[O-]	i	-0.9	55.1
CC1(C(=O)OCC(=O)Nc2ccccc2Cl)CC1(Cl)Cl (stereo not given)	i	-2.2	16.3
COCCOC(=O)c1[nH]c2c(c1C)C(=O)CC(c1cc(OC)ccc1OC)C2 (stereo not given)	i	-0.6	15.2
CN1CCN(C(=O)c2ccc(S(=O)(=O)c3ccc(Br)cc3)cc2)CC1	i	-0.4	10.4
N#Cc1ccccc1CSc1nc2ccc(NC(=O)c3ccccc3C(=O)O)cc2s1	i	-1.3	16.6
Cc1cc(C(=O)Nc2c(C)n(C)n(-c3ccccc3)c2=O)on1	i	-1.0	8.8
CSc1ccc(NC(=O)Nc2cccn(Cc3ccccc3)c2=O)cc1	i	-2.6	28.4
CCc1cc(C(=O)OC)c(NC(=O)CC2Sc3ccc(C(F)(F)F)cc3NC2=O)s1 (stereo not given)	i	/	18.6
CC(OC(=O)c1cccs1)C(=O)NCc1ccco1 (stereo not given)	i	0.7	10.0
CCc1nc(CN(C)C(=O)C2CCC(=O)N(CCc3cccc(F)c3)C2)no1 (stereo not given)	i	-0.7	8.8
O=C1CCC(=O)N1c1nc2nc(-c3ccccc3)cc(=O)n2[nH]1	i	0.3	1.4
Cc1cc(NC(=O)CSc2ccc(-c3ccc(F)cc3)nn2)no1	i	0.5	11.9
O=C(NC(=S)NNS(=O)(=O)c1ccccc1)c1ccccc1[N+](=O)[O-]	i	-2.1	27.2
Nc1ccc(C(=O)C(=O)c2ccccc2)cc1	i	0.2	4.5
O=[N+]([O-])c1ccccc1COc1ccc(Cl)c2cccnc12	i	0.3	7.2
Cc1ccc(N2CCN(c3ccc(C)cc3)C2c2ccccn2)cc1	i	-1.3	-1.7

Part of the list above, field by field:
CCc1cc(C(=O)OC)c(NC(=O)CC2Sc3ccc(C(F)(F)F)cc3NC2=O)s1 (stereo not given)
  KCNQ2 inh = i | STK33 kinase inh = / | OX1R FRET antag = 18.6

Nc1ccc(C(=O)C(=O)c2ccccc2)cc1
  KCNQ2 inh = i | STK33 kinase inh = 0.2 | OX1R FRET antag = 4.5

O=[N+]([O-])c1ccccc1COc1ccc(Cl)c2cccnc12
  KCNQ2 inh = i | STK33 kinase inh = 0.3 | OX1R FRET antag = 7.2

CC(OC(=O)c1cccs1)C(=O)NCc1ccco1 (stereo not given)
  KCNQ2 inh = i | STK33 kinase inh = 0.7 | OX1R FRET antag = 10.0
